OX1R antag-1: OX1R (HCRTR1) antagonists, primary screen, fluorescence, CHO/OX1R cells, Fluo-8 calcium, orexin A; inhibition, % at 5 µM; 330,000 tested, 0.43% active; AID 434989, 2010; Orexin/Hypocretin receptor type 1 (Homo sapiens), O43613; Fluo-8 calcium fluorescence;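 active = inhibition above its plate's threshold, mean inhibition of all tested compounds on the plate plus 3 SD, cut at about 37% in these data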;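 also: 0% = orexin A challenge wells and 100% = SB-334867-A antagonist wells; not every result past the cut was called active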
Target sequence (O43613 whole entry, looked up): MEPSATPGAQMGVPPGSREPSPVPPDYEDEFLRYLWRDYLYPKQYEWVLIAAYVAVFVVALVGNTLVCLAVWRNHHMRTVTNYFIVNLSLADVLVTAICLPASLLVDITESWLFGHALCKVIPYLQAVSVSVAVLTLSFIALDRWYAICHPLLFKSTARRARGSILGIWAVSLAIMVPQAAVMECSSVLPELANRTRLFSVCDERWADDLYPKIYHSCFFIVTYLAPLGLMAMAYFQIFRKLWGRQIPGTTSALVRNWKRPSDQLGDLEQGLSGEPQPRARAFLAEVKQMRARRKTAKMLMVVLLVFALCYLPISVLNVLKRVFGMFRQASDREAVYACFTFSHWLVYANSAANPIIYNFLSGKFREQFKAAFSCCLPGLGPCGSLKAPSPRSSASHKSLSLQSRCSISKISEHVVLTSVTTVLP
OX1R antag-2: antagonists of human orexin 1 receptor (OX1R); Orexin/Hypocretin receptor type 1 (Homo sapiens), O43613; AID 485270, 2010; 330,000 tested, 1.8% active; OX1R-expressing cells, FRET antagonist read-out; inhibition, % at 6.6 µM; in the data active = inhibition mostly above about 38%, no sharp cut-off; inactive = mostly below about 40%;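 also: 0% = agonist challenge alone and 100% = reference antagonist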
Active calls of the source: *.

SMILES	OX1R antag-1	OX1R antag-2
COCCN(C(=O)CSc1cc(C)c2ccccc2n1)c1c(N)n(CC(C)C)c(=O)[nH]c1=O	-17.9	3.7
CC(C(=O)NCC1CCCCC1)N(C)Cc1ccc(Br)cc1 (configuration not stated)	-28.1	9.0
CC(=O)Nc1ccc(SCCCC(=O)c2ccccc2)cc1	-16.9	33.6
CCCc1cc(C(=O)OC)c(NC(=O)CCC(=O)O)s1	7.8	30.6
COc1ccc(NC(=O)N2CCC(n3cnc4ccccc43)CC2)cc1	-20.7	12.3
CCN(CC(=O)NCCc1ccc(S(N)(=O)=O)cc1)Cc1nc2ccccc2c(=O)[nH]1	4.4	-1.2
CCC1(C)NC(=O)N(/N=C/c2ccc(C)s2)C1=O (configuration not stated)	-21.1	2.9
Brc1ccccc1-c1csnn1	1.9	6.8
COC(=O)CNC(c1ccccc1)c1cc(Br)ccc1NS(=O)(=O)c1ccccc1 (configuration not stated)	-11.4	17.5
CCC(C)(C)NC(=O)C(c1ccccc1Cl)N(Cc1cccnc1)C(=O)CCC(=O)Nc1cc(C)on1 (configuration not stated)	-47.9	-6.8
Cc1csc(=O)n1CC(=O)Nc1ccc(S(C)(=O)=O)cc1	5.6	7.4
CC(C)COC(=O)c1cc(-c2ccc(/C=N/n3cnnc3)o2)ccc1Cl	-1.5	18.3
N#Cc1c(SCc2ccccc2)nc(N2CCOCC2)c2c1CCCC2	-24.6	36.0
COc1ccc(NC(=O)CSc2nc3[nH]ncc3c(=O)n2-c2ccccc2C)cc1OC	-14.1	2.3
Cc1ccc(-n2c(C)nnc2SCC(=O)N2CCc3ccccc3C2)cc1C	-25.6	11.0
COc1ccc(NC(=O)CS(=O)(=O)c2ccccc2Cl)cc1	-26.4	-3.4
COc1ccc(CCNC(=O)COC(=O)c2cnc(C)cn2)cc1OC	0.2	3.3
CC1=C(C(=O)N2CCOCC2)C(c2ccc(C)cc2)NC(=S)N1 (configuration not stated)	-2.9	7.0
COc1ccc(NC(=O)CSc2ccccc2)cn1	-7.5	11.2
CCCOC(=O)Nc1c(C)cccc1C(C)C	-15.7	19.4
CCOC(=O)N1CCC(N(CCOC)C(=O)Nc2ccc(CC)cc2)CC1	-13.4	14.5
CCCC(c1nnnn1CS(=O)(=O)c1ccc(C)cc1)N1CCN(CC)CC1 (configuration not stated)	-2.2	2.2
Cc1cccc(NC(=S)NCc2cccs2)c1	-9.6	30.2
COc1ccc(N2C(=O)C3CCCN3C2c2cccc(F)c2)cc1Cl (configuration not stated)	-9.3	11.2
CCOC(=O)c1ccc2nc(C)c(C)nc2c1	-9.7	11.3
N#CCCn1cc(C(=O)Nc2ccc(C(=O)O)cc2)c(-c2cc3ccccc3o2)n1	-5.2	1.6
O=C1OC(CC(=O)N(Cc2nnc(-c3ccc(Cl)cc3)o2)C2CC2)c2ccccc21 (configuration not stated)	-17.6	8.2
C=CCc1ccc(OCC(O)CN2CCc3ccccc3C2)c(OC)c1 (configuration not stated)	-12.0	4.9
Cc1ccc(NC(=O)c2cc(C)nc3ccccc23)c(C)c1	-21.3	7.6
COc1ccc(C2=NOC(C(=O)NCc3ccccn3)C2)cc1OC (configuration not stated)	-24.2	6.3
CCC(NC(=O)NCc1cccnc1)(C(F)(F)F)C(F)(F)F	5.0	7.4
Cc1ccc(CNC(=O)C2CC(=O)N(CCC(C)C)C2)cc1 (configuration not stated)	-1.2	6.7
CN1C(=O)/C(=C\c2cc(N=Nc3ccccc3)ccc2O)SC1=S	-12.1	0.8
N#CC1=C(N)Oc2n[nH]c(-c3ccccc3)c2C1c1ccsc1 (configuration not stated)	-23.6	12.3
O=C(C1CC=CCC1)N1CCC(CO)(Cc2ccc(Cl)cc2)CC1 (configuration not stated)	-34.9	6.2
COc1ccc(CNc2nc(NCc3ccc(OC)cc3)n(C(=O)c3ccccc3[N+](=O)[O-])n2)cc1	-4.2	5.7
CCCn1c(SCC(=O)NCCc2ccccc2)nnc1-c1ccccn1	-17.1	38.0
O=C(NC(=S)Nc1ccccc1OC(F)F)c1ccc2c(c1)OCO2	4.0	9.2
Cc1ccc(OCC(=O)Nc2cccc(-c3nnc(-c4ccccc4)o3)c2)c(C)c1	-23.1	13.8
CCOC(=O)c1c(NC(=O)CSc2nnc(-c3cccnc3)o2)sc(C(C)=O)c1C	-30.8	17.1
CCOC(=O)N1CCN(C(=O)c2ccc3c(=O)n(-c4ccc(OC)cc4OC)c(=S)[nH]c3c2)CC1	-19.4	3.7
Cc1nc(NC(=O)COC(=O)CCc2ccccc2)c(Cl)cc1Cl	-32.4	1.4
C[C@H](NC(=O)c1nc[nH]c1C(=O)N1CCc2ccccc2C1)c1ccccc1	-9.6	4.3
COc1cccc(-c2cc(C(F)(F)F)c3c(N)c(C#N)sc3n2)c1	-29.6	10.5
C#CCOCCOCCOCCNc1nc(N2CCN(C(=O)C([C@@H](C)CC)n3cc(C(N)COC(=O)C(F)(F)F)nn3)CC2)nc(N2CCN(C(=O)[C@H](Cc3cc4ccccc4[nH]3)n3cc(C(N)CO)nn3)CC2)n1 (some centres not stated)	-2.7	2.1
C=CCNC(=O)C1CC(=O)N(c2ccc(OCC(=O)Nc3ccc(Cl)c(C(F)(F)F)c3)cc2)C1 (configuration not stated)	-11.7	3.9
CCCc1nnc(NC(=O)c2cc3ccccc3o2)s1	-1.1	10.7
COc1ccc(C(=O)CSc2ccc(-c3ccc(C)cc3)nn2)cc1	-14.9	24.6
CC(C)c1ccc(NC(=O)NCc2cccnc2)cc1	-9.9	10.8
FC(F)(F)c1ccnc(NCc2ccco2)n1	-2.7	-0.6
COCCOC(=O)C1=C(C)NC(=O)CC1c1cc2c(cc1Br)OCO2 (configuration not stated)	-2.8	15.8
COc1ccccc1N1CCN(/N=C/c2cccc(Cl)c2)CC1	-6.4	15.7
CCCc1cc(=O)oc2c3c(cc(OCC(=O)NCCCn4ccnc4)c12)OC(C)(C)CC3	-15.4	7.1
CCn1c(CNc2ccc(C)cc2C)nnc1SCC(=O)N1CCCc2ccccc21	-18.9	18.6
COc1ccc(CC2(CO)CCN(Cc3cnn(C)c3C)CC2)cc1	-19.9	4.0
CCN(CC)Cc1nc2sc(C)c(C)c2c(=O)[nH]1	-25.0	6.0
COc1ccccc1CNC(=O)c1ccc(S(=O)(=O)N(C)C)cc1	-8.5	5.2
CN1CCN(CC/C=C2/c3ccccc3Sc3ccc(S(=O)(=O)N(C)C)cc32)CC1	-8.6	15.5
CCC(C)(C)NC(=O)c1ccccc1Oc1ccccc1	-28.1	21.4
CC1(C)CC(=O)C2=C(C1)OC1=C(C(=O)CC(C)(C)C1)C2c1cc([N+](=O)[O-])cc([N+](=O)[O-])c1O	-15.4	19.7
(continued)
SMILES	OX1R antag-1	OX1R antag-2
C[N+]1(CCCCSc2ccc(O)cc2)CCCCC1	-4.5	17.5
CC(NC(=O)CN(c1cccc(C(F)(F)F)c1)S(C)(=O)=O)c1ccccc1 (configuration not stated)	-13.9	22.4
O=[N+]([O-])c1ccc2[nH]ncc2c1	-0.9	12.9
CCn1nc(NC(=O)c2ccccn2)c2cc3cc(C)ccc3nc21	-25.4	27.3
CC(C)CC(c1nnnn1Cc1ccco1)N1CCN(c2cccc(Cl)c2)CC1 (configuration not stated)	-21.7	12.8
O=c1[nH]ccc2c(O)cccc12	-7.2	25.3
O=C(/C=C/c1ccc([N+](=O)[O-])cc1)OCC(=O)c1ccc[nH]1	9.8	20.5
CCOC(=O)c1c(NC(=O)Cc2cccs2)sc(C(=O)NC2CCCC2)c1C	-22.3	-2.9
COc1cc(NC(=O)CCCN2C(=O)NC(C)(C)C2=O)cc(OC)c1	-13.6	-0.3
CC(C)N(C(=O)Cn1cnc2c(cnn2-c2ccccc2Cl)c1=O)C(C)C	-8.8	10.8
CC(=O)N1CC(=O)N(OCc2ccccc2)C1c1ccc(Cl)cc1Cl (configuration not stated)	-38.2	-0.1
O=C(NCC(c1cccs1)N1CCOCC1)c1ccccc1NS(=O)(=O)c1ccc(Cl)cc1 (configuration not stated)	-34.3	20.2
CNC(=O)c1sccc1S(=O)(=O)Cc1c(Cl)cccc1Cl	1.2	7.2
Cc1c(-c2nnc(-c3ccc(C(F)(F)F)cc3)o2)cnn1-c1ccccc1	-7.3	7.3
O=C(Nc1cccc(-n2cnnn2)c1)c1ccccc1Br	-20.0	7.0
COC(=O)c1cc(C#N)c(N2CCOCC2)nc1C	-20.4	21.7
Cc1ccc(NC(=O)COc2cccc3ccc(C)nc23)c(Br)c1	-87.3	20.2
Cc1nn(-c2ccccc2)c2c1C(O)n1c(nc3ccccc31)S2 (configuration not stated)	-20.7	21.4
Cc1ccc(C(=O)C(C)OC(=O)C2=COCCO2)cc1C (configuration not stated)	-18.3	6.7
CC(C)(C)C(=O)NC(=S)N1CCc2ccccc21	-12.6	22.3
COc1cc(C(F)(F)F)ccc1C(=O)NCCc1ccco1	-31.3	-8.1
N/C(=N\OC(=O)Cc1ccc(Cl)cc1)c1ccccn1	-9.4	23.6
Cc1sc(NC(=O)c2cc(-c3ccc(Cl)cc3)nc3ccccc23)c(C(N)=O)c1C	-28.9	3.7
COc1ccc(OC)c(NC(=O)CSc2nc(-c3ccccc3)cc(=O)[nH]2)c1	-22.2	7.4

Reprinted from the part before: seven entries, then new ones.
SMILES	OX1R antag-1	OX1R antag-2
Cc1nn(-c2ccccc2)c2c1C(O)n1c(nc3ccccc31)S2 (configuration not stated)	-20.7	21.4
Cc1ccc(C(=O)C(C)OC(=O)C2=COCCO2)cc1C (configuration not stated)	-18.3	6.7
CC(C)(C)C(=O)NC(=S)N1CCc2ccccc21	-12.6	22.3
COc1cc(C(F)(F)F)ccc1C(=O)NCCc1ccco1	-31.3	-8.1
N/C(=N\OC(=O)Cc1ccc(Cl)cc1)c1ccccn1	-9.4	23.6
Cc1sc(NC(=O)c2cc(-c3ccc(Cl)cc3)nc3ccccc23)c(C(N)=O)c1C	-28.9	3.7
COc1ccc(OC)c(NC(=O)CSc2nc(-c3ccccc3)cc(=O)[nH]2)c1	-22.2	7.4
N#Cc1cccc(NC(=O)CCNS(=O)(=O)c2ccc3[nH]c(=O)oc3c2)c1	-7.9	17.1
NC(=O)c1oc2ccccc2c1NC(=O)c1ccccc1	-13.6	36.6
CN1CCc2c(sc(NC(=O)C3CCN(S(=O)(=O)c4cccs4)CC3)c2C(N)=O)C1	-10.7	10.0
O=c1[nH]oc2cc(Cl)ccc12	-7.6	6.9
CCOP(=O)(c1c(F)c(F)c(F)c(F)c1F)C(O)c1ccccc1 (configuration not stated)	0.2	25.9
CC(=O)Nc1ccc(S(=O)(=O)Nc2nc(C)cc(-n3nc(C)cc3C)n2)cc1	-11.6	9.5
CC(C)On1c(SC(C)C)nc2ccccc2c1=O	-17.0	9.5
CC1CN(C(=O)C2CCCCC2)C(C)CN1C(=O)C1CCCCC1 (configuration not stated)	-18.8	8.4
COc1ccc(-c2nc(Cn3c(SCc4cccc(F)c4)nc4ccncc43)c(C)o2)cc1OC	-48.2	-0.7
COc1ccc(C(=O)N[C@H](C(=O)NCc2ccco2)C(C)C)cc1	-27.6	9.6
C=CCNC(=S)NNC(=O)c1ccc(Br)o1	5.3	-9.8
Cc1c(C#N)c(NC(=O)CCl)n(Cc2cccs2)c1C	-2.8	9.2
COc1ccc(CCNC(=O)CSc2nc3[nH]ncc3c(=O)n2-c2ccc(Br)cc2)cc1OC	-17.2	10.4
CCC(=O)Nc1cccc(NC(=O)c2ccccc2Br)c1	5.2	13.6
CC#CCN1c2ccccc2[C@]23C[C@@H](C(=O)OC)N(C(C)=O)C2=NC(C(=O)OC)=C(C(=O)OC)[C@H]13	-41.9	18.8
CC(=O)N1c2ccc(S(=O)(=O)NCC3CCC(C(=O)NC4CCCCC4)CC3)cc2CC1C (configuration not stated)	-11.0	8.2
COc1cc(N)c(Cl)cc1C(=O)OCC(=O)N1CCCCCC1	8.2	4.4
C=CCN1C(=O)/C(=C/c2ccsc2)SC1=S	-26.3	14.4
Cc1ccc(NC(=S)N(CCCN2CCOCC2)Cc2ccccn2)cc1Cl	-12.2	13.7
CCOc1ccc2nc(NC(=O)CSc3nc(SC)ns3)sc2c1	3.1	15.6
O=C(NCCc1ccc(Cl)cc1)C1CC(=O)N(CCc2ccccc2)C1 (configuration not stated)	-1.2	-3.2
COc1ccccc1CNC(=O)c1ccncc1	-4.3	-0.8
CCOC(=O)C1CCCN(/C=C2\SC(=S)N(CC)C2=O)C1 (configuration not stated)	-20.1	3.5
CCOC(=O)C1C(C(=O)NN)C1C(=O)Nc1ccccc1 (configuration not stated)	-22.6	15.0
CC(=O)Nc1ccccc1C(=O)C(=O)Nc1ccc(C)c(C)c1	-11.5	4.6
CCOc1ccc(NC(=O)CCC(=O)NNC(=O)COc2ccc(C)cc2)cc1	-9.4	-8.3
CC(C(=O)Nc1ccc2c(c1)OCO2)N(c1ccc(Cl)cc1)S(C)(=O)=O (configuration not stated)	-14.4	13.2
CC(=O)CSc1nc2c(c(=O)[nH]c(=O)n2C)n1CCCc1ccccc1	-23.7	-9.2
O=C1C(Cc2cccc([N+](=O)[O-])c2)S/C(=N/N=C/c2ccco2)N1c1ccccc1 (configuration not stated)	-33.1	7.0
COc1ccc(S(=O)(=O)N2CCOCC2)cc1NC(=O)CSc1ccc(F)cc1	-16.0	3.9
COc1ccc(NC(=O)Nc2nnc(CC(=O)Nc3ccccc3)s2)cc1	-9.8	6.5
CC(C)C[C@H](NC(=O)N1CCCCCC1)C(=O)O	-1.1	3.1
CCN1CCOC(CC(=O)Nc2cccc([N+](=O)[O-])c2)C1=O (configuration not stated)	10.6	12.3
COc1ccc(S(=O)(=O)N2CCN(CCC(=O)Nc3ccc(F)cc3)CC2)cc1	-14.3	5.4
O=C(Nc1ccc(F)cc1)Nc1ccc(Cl)cn1	-9.4	17.1

No enrichment for hits; any-hit rate near 2%.
